# Mito fusion yeast: qHTS Assay for Small Molecule Inhibitors of Mitochondrial Division or Activators of Mitochondrial Fusion | S. cerevisiae fusion-defective mutant growth rescue, CellTiterGlo 48 h | Potency, µM (doses to about 46.1 µM), inactives show at the highest dose growth rescue (activation), hits mostly activators | actives 0.23% (n = 320,000);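 also: potency is read from the fitted curve at half-maximal effect; % of control where 0% means no effect; nearly all actives have a fitted effect of over 45% in size; temperature-sensitive fusion mutants such as fzo1-1 at 37 °C on non-fermentable ethanol glycerol medium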
#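 Luminescent cell viability in 1536-well qHTS format served as the measure of rescued growth in ts fusion-mutant S. cerevisiae cultured on non-fermentable YPEG for 48 hours at 37C.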
# Menin-MLL TR inh: qHTS Assay for Inhibitors Targeting the Menin-MLL Interaction in MLL Related Leukemias: Competition With Texas Red Labeled MLL-derived Mutant Peptide | Menin + Texas Red MLL mutant peptide, fluorescence polarization | AID 1768, 2009 | Potency, µM (titrated, usually from 61.6 µM), for the others: at the highest dose FP activity change, negative = inhibition, actives largely listed as inhibitors | actives 0.23% (n = 270,000); active = well fitted inhibition curve with a large enough effect in the polarisation, with a control signal flat, not every such curve was filed as active; inconclusive = small, poorly fitted or top-dose-only effect, or effect the other way, or a change in a side signal; inactive = no such curve, though single readings can be large or run the other way; the % refers to the polarisation; also: potency is read from the fitted curve at half-maximal effect; % of control where 0% means no effect; many of its hits are not listed in these tables
# CXXC DNA block: qHTS Fluorescence Polarization Assay for Inhibitors of MLL CXXC domain - DNA interaction; Histone-lysine N-methyltransferase 2A (Homo sapiens), Q03164; MLL-CXXC / FITC-HOXA9 DNA fluorescence polarization; Potency, µM (titrated, usually from 115 µM), for inactives: top-dose activity change, negative = inhibition, usual class: inhibitors; actives 0.037% (n = 290,000); AID 2662, 2010; active = well fitted inhibition curve with a large enough effect in the polarisation, with a control signal flat, not every such curve was filed as active; inconclusive = small, poorly fitted or top-dose-only effect, or effect the other way, or a change in a side signal; inactive = no such curve, though single readings can be large or run the other way; the % refers to the polarisation; also: potency is read from the fitted curve at half-maximal effect
#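 Purified MLL-CXXC (added from a 7 uM solution) was preincubated 5 min at ambient with pinned compounds in 50 mM Tris-HCl pH 7.5, 50 mM NaCl, 1 mM DTT, 0.05% BSA. Fluorescein-labeled HOX-A9 DNA (50 nM solution) followed, 30 min, then polarization read.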
# TCR act: Activators of T cell receptors: qHTS campaign | primary human leukocytes, anti-CD3, IL-2 HTRF, 48 h | Potency, µM (top dose mostly 9.22 µM), for the others: at the highest dose activation of IL-2 secretion, most hits filed as activators | 330,000 tested, under 10 active; also: % of control where 0% means no effect
#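 Primary human leukocytes were stimulated with a-CD3 beads plus compounds for 48 hr without co-stimulation; secreted IL-2 was quantified by HTRF using a-IL-2-K (europium cryptate) and a-IL-2-d2, excited at 320nm with acceptor emission read at 665nm.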
# ASM inhibitor: Inhibitors of Secretory Acid Sphingomyelinase (S-ASM): qHTS | actives 0.006% (n = 340,000) | placental ASM, HMU-PC fluorogenic substrate, 60 min | Potency, µM (top dose mostly 57.5 µM), for the others: top-dose activity change, negative = inhibition, most hits filed as inhibitors; also: potency is read from the fitted curve at half-maximal effect
# Target sequence (P17405 47-631 limits assumed): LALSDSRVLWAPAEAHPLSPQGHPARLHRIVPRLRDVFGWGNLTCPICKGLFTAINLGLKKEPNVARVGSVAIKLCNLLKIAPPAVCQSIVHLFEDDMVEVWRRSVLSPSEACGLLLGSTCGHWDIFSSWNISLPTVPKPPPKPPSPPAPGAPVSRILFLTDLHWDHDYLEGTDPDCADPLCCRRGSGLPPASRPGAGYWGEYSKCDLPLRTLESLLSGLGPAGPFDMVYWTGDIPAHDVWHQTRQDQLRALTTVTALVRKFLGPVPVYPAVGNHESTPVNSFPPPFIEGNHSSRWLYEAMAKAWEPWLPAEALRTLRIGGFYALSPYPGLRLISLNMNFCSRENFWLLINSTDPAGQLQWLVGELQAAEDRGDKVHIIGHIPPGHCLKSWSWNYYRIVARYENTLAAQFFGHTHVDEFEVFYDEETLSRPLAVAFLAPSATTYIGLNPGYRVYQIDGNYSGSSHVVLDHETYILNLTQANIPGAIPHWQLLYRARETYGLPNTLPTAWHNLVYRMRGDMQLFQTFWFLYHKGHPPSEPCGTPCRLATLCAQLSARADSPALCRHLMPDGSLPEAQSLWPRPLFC
#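 Steps: dispense placental human ASM, pin compound, wait 10 min at room temperature, add HMU-PC0 substrate at 9 uM final, incubate 60 min at 37 °C, add stop solution raising pH to 10, read fluorescence.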
# TSHR antag: Antagonists of the Thyroid Stimulating Hormone Receptor: HTS campaign; TSHR-expressing cells, TSH-stimulated cAMP HTRF, 2 h; active compounds read low; activity change, negative = inhibition, % at 11.5 µM; actives 0.2% (n = 330,000); Thyrotropin receptor (Homo sapiens), P16473;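 active = activity change below a set negative limit, meaning inhibition stronger than a set level, cut at about -70% in these data; inconclusive = activity change between two set negative limits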; also: % is scaled to controls: 0 for no effect and ±100 for the full control effect
#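 TSHR-expressing cells, 200/well, pre-treated with compound, then stimulated with EC80 TSH (4nM final) for 2 hours at 37 deg C. cAMP measured by competitive HTRF: anti-cAMP cryptate antibody in lysis buffer plus cAMP-d2, read after 30 minutes at room temperature.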
# PTAP TSG101 blk: qHTS Assay for Iinhibitors of HIV-1 Budding by Blocking the Interaction of PTAP/TSG101. Tumor susceptibility gene 101 protein (Homo sapiens), Q99816. Fluorescence polarization, FITC-PTAP peptide / Tsg101 binding. Potency, µM (series often up to 115 µM), inactives show top-dose activity change, negative = inhibition, usual class: inhibitors. 340,000 tested, under 10 active. AID 493005, 2010; active = well fitted inhibition curve with a large enough effect in the main read-out, with a control signal flat, not every such curve was filed as active; inconclusive = small, poorly fitted or top-dose-only effect, or effect the other way, or a change in a side signal; inactive = no such curve, though single readings can be large or run the other way; also: potency is read from the fitted curve at half-maximal effect; % of control where 0% means no effect
# Target sequence (Q99816 whole entry, looked up): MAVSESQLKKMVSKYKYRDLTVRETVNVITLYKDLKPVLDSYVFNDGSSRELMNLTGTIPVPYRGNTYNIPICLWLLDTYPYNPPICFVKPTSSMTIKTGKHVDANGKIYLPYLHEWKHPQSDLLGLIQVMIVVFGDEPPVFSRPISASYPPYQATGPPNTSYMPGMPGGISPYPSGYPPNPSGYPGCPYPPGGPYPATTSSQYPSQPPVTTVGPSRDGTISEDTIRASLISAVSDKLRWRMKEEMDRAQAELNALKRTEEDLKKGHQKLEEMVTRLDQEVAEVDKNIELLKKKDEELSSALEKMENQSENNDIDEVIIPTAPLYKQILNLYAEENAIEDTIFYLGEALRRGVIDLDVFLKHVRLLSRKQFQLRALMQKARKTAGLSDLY
#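 Fluorescence anisotropy tracks displacement of a FITC-tagged PTAP peptide (50 nM) from the Tsg101 binding domain (10 uM), following a 20 min room-temperature incubation at pH 7.5.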
# MBNL1 CUG block: qHTS Assay for Inhibitors of MBNL1-poly(CUG) RNA binding | Muscleblind-like protein 1 (Homo sapiens), Q9NR56 | TR-FRET MBNL1-His/biotin-(CUG)12 binding, 665/545 ratio | Potency, µM (top dose mostly 57.5 µM), inactives show top-dose activity change, negative = inhibition, actives largely listed as inhibitors | actives 0.036% (n = 280,000) | AID 2675, 2010; active = well fitted inhibition curve with a large enough effect in the signal ratio, with a control signal flat, not every such curve was filed as active; inconclusive = small, poorly fitted or top-dose-only effect, or effect the other way, or a change in a side signal; inactive = no such curve, though single readings can be large or run the other way; the % refers to the signal ratio; also: potency is read from the fitted curve at half-maximal effect; % is scaled to controls: 0 for no effect and ±100 for the full control effect
#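 MBNL1-His + Biotin-(CUG)12, cpd titration 92 nM–58 uM; Tb anti-His Ab 0.055 ng/ul, SA-XL665 5 nM (final); 60 min RT; ratiometric 665/545 nm, Ex 340 nm; normalized to buffer and full-complex controls.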
# Integrin act MD: qHTS for Activators of Integrin-Mediated Alleviation for Muscular Dystrophy; alpha7betagal myoblasts, beta-gal FDG fluorescence, 48 h; Potency, µM (doses to about 38.3 µM), without a hit: at the top dose activation, hits mostly activators; actives 0.064% (n = 350,000);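 also: potency is read from the fitted curve at half-maximal effect; 100% = response of the positive control SU9516; nearly all actives have a fitted effect of over 60% in size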
#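 alpha7betagal+/- myoblasts (passage 13, 250/well) treated 48 h at 37C with compounds at 1:260 dilution of DMSO stock. Lysed, then beta-galactosidase activity read as FDG fluorescence (ex 480/em 540) after 30 min, with pre-read for autofluorescence.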
# A-T KAP1 phos: qHTS Assay for Identifying a Potential Treatment of Ataxia-Telangiectasia. […] A-T fibroblasts, KAP-1 phosphorylation AlphaLISA; neocarzinostatin DNA damage 30 min before lysis. Potency, µM (series often up to 57.5 µM), without a hit: top-dose activation, actives largely listed as activators. actives 0.19% (n = 320,000); also: potency is read from the fitted curve at half-maximal effect; % of control where 0% means no effect; nearly all actives have a fitted effect of over 45% in size
#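 ATM-like activity read as KAP-1 phosphorylation via AlphaLISA donor/acceptor antibody pairs after lysis and 6 hr at 25C. Cells were ATM-null patient fibroblasts ([…], hTERT), dosed 60 min, then exposed to the DSB inducer NCS for 30 min.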
# * = called active by the depositor; ? = inconclusive; nt = not tested or not shown; & = joins results of further samples; [ ] = another dose, or the depositor's remark. Unless noted, calls follow the shape of the dose curve; as a rule, active = well fitted curve in the direction sought with a large enough effect; inconclusive = small, poorly fitted or top-dose-only effect, or another doubt; inactive = no such curve, though single readings can be large; an effect the other way counts as inactive or inconclusive.
# A first look:
compound	MBNL1 CUG block	Menin-MLL TR inh	CXXC DNA block	PTAP TSG101 blk	ASM inhibitor	Mito fusion yeast	TSHR antag	TCR act	A-T KAP1 phos	Integrin act MD
CNC(=O)NNC(=O)c1onc(-c2c(Cl)cccc2Cl)c1C(=O)OC	3%	nt	17%	1%	3%	-1%	9	2%	40%	18%
Cc1cc(C)cc(C(=O)n2cnnc2N)c1	-4%	-13%	51%[activator]	-4%	0%	-7%	-4	-4%	-2%	-6%
C/C(=N\NC(=O)c1cccc(S(=O)(=O)N2CCCC2)c1)c1ccc(F)cc1	nt	nt	nt	-1%	-1%	0%	-5	2%	8%	7%
COc1ccc(C(CNC(=O)CN2C(=O)NC3(CC(C)CC(C)(C)C3)C2=O)N2CCOCC2)cc1 (centres undefined)	5%	?	-8%	2%	4%	3%	-3	3%	0%	16%

# The list itself, previewed entries included:
compound	MBNL1 CUG block	Menin-MLL TR inh	CXXC DNA block	PTAP TSG101 blk	ASM inhibitor	Mito fusion yeast	TSHR antag	TCR act	A-T KAP1 phos	Integrin act MD
CNC(=O)NNC(=O)c1onc(-c2c(Cl)cccc2Cl)c1C(=O)OC	3%	nt	17%	1%	3%	-1%	9	2%	40%	18%
Cc1cc(C)cc(C(=O)n2cnnc2N)c1	-4%	-13%	51%[activator]	-4%	0%	-7%	-4	-4%	-2%	-6%
C/C(=N\NC(=O)c1cccc(S(=O)(=O)N2CCCC2)c1)c1ccc(F)cc1	nt	nt	nt	-1%	-1%	0%	-5	2%	8%	7%
COc1ccc(C(CNC(=O)CN2C(=O)NC3(CC(C)CC(C)(C)C3)C2=O)N2CCOCC2)cc1 (centres undefined)	5%	?	-8%	2%	4%	3%	-3	3%	0%	16%
CCN(CC)CCn1c(NCc2nc3ccccc3n2Cc2ccccc2)nc2ccccc21	-10%	?	-2%	0%	1%	11%	-1	nt	0%	-44%
COc1ccc(CCNC(=O)CC2Nc3ccccc3NC2=O)cc1 (centres undefined)	16%	-1%	0%	5%	95%[activator]	5%	8	nt	1%	4%
Cc1nn(-c2ccc(F)cc2)c2c1cc(C#N)c1nc3ccccc3n12	4%	-17%	10%	-3%	312%[activator]	-1%	6	-22%	nt	7%
O=C(NC(=O)c1ccccc1Cl)Nc1ccc(-c2cnco2)cc1	1%	nt	-3%	0%	-1%	1%	0	1%	7%	0%
O=C(Nc1ccc(NC(=O)C2CC2)cn1)c1ccccc1Cl	1%	1%	2%	-4%	1%	3%	9	-1%	-6%	-8%
CC1(C)OC(=O)C(=CNc2ccccc2F)C(=O)O1	0%	-11%	-1%	-4%	3%	2%	6	6%	1%	3%
CCc1ccc(C2C(C#N)=C(N)C(C#N)(C#N)C3=CCC(C(C)(C)C)CC32)cc1 (centres undefined)	-1%	7%	-5%	-5%	2%	?	-21	6%[46.1 µM]	25%	-70%[inhibitor]
CCOC(=O)C1CCCCN1Cc1ccccc1C(F)(F)F (centres undefined)	5%	0%	3%	nt	0%	0%	7	nt	7%	-18%
O=C1CCCC2=C1C1(CCCC1)N=C(Nc1nc3ccccc3o1)N2	6%	4%	-22%	nt	nt	5%	-5	nt	4%	nt
C[n+]1cc2c3c(ccc2c2ccc4cc5c(cc4c21)OCO5)OCO3	?	38%[activator]	?	nt	nt	?	-17	nt	nt	nt
Cc1c(NC(=O)CSc2nc3ccccc3c(=O)n2C(C)C)c(=O)n(-c2ccccc2)n1C	nt	nt	nt	0%	0%	-4%	-5	5%	-3%	3%
O=C(O)c1cc(-c2ccco2)nc2ccc(Br)cc12	31%[activator]	40%&-12%[activator]	-18%&-12%	-15%&0%	2%&64%	1%&12%	9&24	3%	?	-25%&-14%
Cc1ccc(Cl)cc1NC(=S)N(CCCN1CCN(C)CC1)Cc1ccco1	1%	0%	7%	-1%	2%	9%	0	-1%	-1%	-41%
CCC(C)C(NC(=O)C(N)CC(C)C)C(=O)NC(CCC(=O)OCc1ccccc1)C(N)=O (centres undefined)	-1%	1%	0%	1%	-2%	0%	3	-4%	1%	16%
Cc1ccc(C(=O)NC2(C(F)(F)F)N=C3SCCN3C2=O)cc1 (centres undefined)	4%	-1%	2%	-4%	-1%	-3%	8	4%	-3%	3%
Nc1ccc(C(=O)OCc2ccncc2)cc1[N+](=O)[O-]	?	-7%	4%	-3%	-5%	3%	0	5%	2%	-3%

# (list continues)
compound	MBNL1 CUG block	Menin-MLL TR inh	CXXC DNA block	PTAP TSG101 blk	ASM inhibitor	Mito fusion yeast	TSHR antag	TCR act	A-T KAP1 phos	Integrin act MD
O=C1N=C(N2C=CC(=C3C=CNC=C3)C=C2)/C(=C/N=NC(=O)c2ccccc2O)S1	?	nt	?	?	16%	-9%	25	0%	0%	?
COc1ccc(/C=N/n2c(SC)nnc(C(C)(C)C)c2=O)cc1	1%	-8%	-4%	1%	-9%	14%	-45	4%	-1%	-4%
O=C(O)c1ccc(CS(=O)(=O)c2cccc(C(F)(F)F)c2)o1	8%	0%	-4%	-12%	1%	-4%	11	2%	0%	5%
COc1cc(-c2nnc(-c3cccnc3)o2)cc(OC)c1OC	4%	-14%	-10%	-7%	0%	3%	-9	-3%	-2%	-10%
CCc1nnc(SCC(=O)Nc2ccc(N3CCN(S(C)(=O)=O)CC3)cc2)o1	-5%	nt	-4%	0%	2%	1%	-5	2%	-9%	-21%
COc1cccc(N(C(=O)Cn2nnc3ccccc32)C(C(=O)NCc2ccco2)c2cccnc2)c1 (centres undefined)	-12%	1%	5%	1%	-1%	2%	-7	-2%	14%	-11%
COCCN(C(=S)Nc1cccc(Cl)c1C)C(C)c1ccco1 (centres undefined)	-3%	nt	1%	-8%	2%	11%	-4	-7%	?	-6%
O=C(NN=C1CCN(Cc2ccccc2)CC1)c1cccc(S(=O)(=O)Nc2ccccc2Cl)c1	nt	?	-8%	-1%	5%	1%	17	-5%	-2%	-3%
O=C1C2C(C(=O)N1c1nccs1)C1C=CC2C12CC2 (centres undefined)	-5%	13%	3%	-4%	-3%	1%	6	-2%	3%	-41%
O=C(NCc1ccccn1)c1cc(Br)ccc1Cl	-10%	18%	-3%	-3%	2%	-6%	19	-4%	-1%	31%
O=C(NC1CCN(C(=S)Nc2ccc(F)cc2)CC1)c1ccco1	-3%	-4%	1%	-2%	0%	8%	12	0%	-5%	-13%
CN(C(=O)CSc1nnc(Cc2ccccc2F)n1N)C1CCS(=O)(=O)C1 (centres undefined)	-5%	1%	-1%	0%	0%	-3%	3	-24%	2%	0%
COc1ccc(CCC(C)N2CCC(CO)(Cc3ccccc3)CC2)cc1 (centres undefined)	-7%	-11%	1%	-2%	-2%	-4%	6	4%	18%	-59%[inhibitor]
CC(C)[C@H](NC(=O)[C@@H]1CSC2c3ccccc3C(=O)N21)C(=O)N1CCCCC1 (some centres undefined)	3%	nt	10%	-4%	0%	5%	-12	-7%	18%	-5%
Cc1cc(C)cc(NC(=O)c2ccc(CNc3c(N4CCCC4)c(=O)c3=O)cc2)c1	4%	nt	0%	-2%	-3%	1%	-8	15%	-8%	3%
CCOC(=O)c1c(-c2ccc(F)cc2)csc1NC(=O)CN1C(=O)NC2(CCCCC2C)C1=O (centres undefined)	57%[activator]	-14%	10%	-1%	-10%	-1%	9	9%[46.1 µM]	3%	-49%[inhibitor]
COc1cccc(C(=O)NC(=S)Nc2ccc([N+](=O)[O-])cc2C)c1	nt	17%	-18%	-2%	-3%	-5%	7	6%[46.1 µM]	-2%	-15%

# Compound activity: PubChem BioAssay, National Center for Advancing Translational Sciences (NCATS)

# Some of the compounds tested; the hit share may differ from the screen's.
